# Neddylation inh = inhibitors of cullin neddylation, primary screen, biochemical, TR-FRET, uHTS, NAE and Ubc12 | AID 651699, 2012 | calls only at 25 µM | hit rate 0.58% among 360,000 | NEDD8-conjugating enzyme Ubc12 (Homo sapiens) + NEDD8-activating enzyme E1 regulatory …; in the data active = inhibition above about 36%
# CSN inh = inhibitors of CSN-mediated cullin deneddylation, primary screen, biochemical, fluorescence polarization, uHTS; COP9 signalosome complex subunit 5 (Homo sapiens), Q92905; Purified CSN, SCF-Nedd8-OG deneddylation; inhibition, % at 12.5 µM; hit rate 0.38% among 360,000; AID 651999, 2013;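 active = pattern-corrected inhibition above about 35%, with an unprinted fluorescence ratio check between 0.5 and 1.5, limit read from the data, passing the limit was not always enough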;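 note: 0% = enzyme with substrate and 100% = substrate without enzyme; some results filed as inactive read as strong as hits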
# Target sequence (Q92905 whole entry, looked up, one chain of several): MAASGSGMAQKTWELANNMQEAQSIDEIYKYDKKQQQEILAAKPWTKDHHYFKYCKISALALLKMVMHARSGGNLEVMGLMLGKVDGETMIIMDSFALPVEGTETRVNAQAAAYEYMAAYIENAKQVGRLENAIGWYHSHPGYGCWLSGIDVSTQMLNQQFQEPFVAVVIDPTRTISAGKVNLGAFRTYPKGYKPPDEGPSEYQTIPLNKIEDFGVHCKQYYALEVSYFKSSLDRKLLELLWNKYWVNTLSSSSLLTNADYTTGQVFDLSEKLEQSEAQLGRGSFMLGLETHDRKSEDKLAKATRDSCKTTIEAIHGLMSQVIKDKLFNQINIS
#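 Assay system: HEK293T-derived human Csn5 enzyme; quantity: 0.24 nM enzyme; medium: Tris/NaCl/DTT buffer, pH 7.5; also added: substrate SCFSkp2-Nedd8OG, 10 nM; doses: 12.5 µM compound; schedule: 90 min reaction at room temperature; signal: FP; read-out: % inhibition of substrate cleavage by Csn5; benchmarks: substrate-only high control, full reaction low control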
# Rin1-Abl PPI inh = inhibitors of Rin1-Abl protein binding, primary screen, biochemical, TR-FRET; hit rate 0.4% among 360,000; AID 588664, 2011; inhibition, % at 7.35 µM; Tyrosine-protein kinase ABL1 (Homo sapiens) + Ras and Rab interactor 1 (Homo sapiens), …; in the data active = inhibition above about 5%, passing the limit was not always enough
# Tb MetRS inh = T. brucei MetRS inhibitors, primary screen, biochemical, luminescence. purified T. brucei MetRS, ATP depletion, Kinase-Glo luminescence. methionyl-tRNA synthetase (Trypanosoma brucei brucei). hit rate 0.4% among 360,000. inhibition, % at 11.9 µM;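 active = inhibition above a per-plate cutoff of the control wells' mean inhibition plus 3 SD, cut at about 5.5% in these data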;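 note: 0% = DMSO wells median and 100% = median of wells with control inhibitor compound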
#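 Dosing: 11.9 µM single point; system: parasite MetRS enzyme; technique: luminescence of leftover ATP; times: 15 min enzyme-compound preincubation, 2 h reaction, 10 min detection, 25 °C; replicates: each compound tested once; read-out basis: percent inhibition relative to median high and low control wells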
# MLLE-PAM2 inh = inhibitors of PABP1 MLLE–PAM2 peptide binding, primary screen, biochemical, fluorescence polarization, FITC-PAM2, GST-MLLE; inhibition, % at 20 µM; AID 588489, 2011; Polyadenylate-binding protein 1 (Homo sapiens), P11940; hit rate 0.36% among 360,000; in the data active = inhibition above about 35%, passing the limit was not always enough;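 note: plate controls were DMSO wells with GST-MLLE for no effect and wells lacking GST-MLLE protein for full effect; some results filed as inactive read as strong as hits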
# Target sequence (P11940 whole entry, looked up): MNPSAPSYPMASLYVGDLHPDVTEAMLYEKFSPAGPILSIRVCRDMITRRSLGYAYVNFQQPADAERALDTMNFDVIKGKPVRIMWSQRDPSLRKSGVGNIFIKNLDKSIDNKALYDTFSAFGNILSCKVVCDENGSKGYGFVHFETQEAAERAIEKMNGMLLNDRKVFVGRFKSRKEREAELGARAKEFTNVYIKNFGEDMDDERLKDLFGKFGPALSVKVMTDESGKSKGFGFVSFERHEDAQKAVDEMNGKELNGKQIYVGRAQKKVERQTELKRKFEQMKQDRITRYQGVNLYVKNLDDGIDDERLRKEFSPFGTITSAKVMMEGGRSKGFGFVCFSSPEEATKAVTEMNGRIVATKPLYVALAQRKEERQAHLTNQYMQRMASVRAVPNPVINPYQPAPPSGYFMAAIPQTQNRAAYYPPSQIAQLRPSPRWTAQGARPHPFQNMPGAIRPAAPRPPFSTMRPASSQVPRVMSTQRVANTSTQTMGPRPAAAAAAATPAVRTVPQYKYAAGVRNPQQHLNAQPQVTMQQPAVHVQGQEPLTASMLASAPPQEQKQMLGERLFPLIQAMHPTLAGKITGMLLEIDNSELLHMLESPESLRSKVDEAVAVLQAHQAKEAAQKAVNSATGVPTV
# FAS TE block = FAS thioesterase domain inhibitors, primary screen, biochemical, fluorescence intensity, uHTS; Fatty acid synthase (Homo sapiens), P49327; inhibition, % at 15 µM; hit rate 0.67% among 360,000; recombinant FAS-TE, OMFH fluorogenic substrate, fluorescence endpoint;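 active = compounds whose normalised, plate-corrected inhibition of enzyme fluorescence in the single-dose primary screen is 50% or more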;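 note: 0% = DMSO with enzyme and 100% = substrate without enzyme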
# E coli Lon inh = inhibitors of E. coli Lon protease, primary screen, biochemical, fluorescence polarization; P0A9M0; AID 602123, 2011; purified E. coli Lon protease; hit rate 0.42% among 360,000; inhibition, % at 7.94 µM; in the data active = inhibition above about 13%, passing the limit was not always enough;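 note: 0% = enzyme with probe and DMSO and 100% = no enzyme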
# MsrA inhibitor = bovine MsrA enzyme inhibitors, primary screen, biochemical, absorbance, HTS; Methionine sulfoxide reductase A (Bos taurus); purified bovine MsrA, absorbance read-out; inhibition, % at 15.5 µM; hit rate 0.75% among 360,000; AID 651718, 2012; in the data active = inhibition above about 4.5%;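 note: 0% = vehicle wells with enzyme and 100% = reference inhibitor wells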
# bovine MsrA act = bovine MsrA enzyme activators, primary screen, biochemical, absorbance, HTS | activation, % at 10.6 µM | purified bovine MsrA, absorbance read-out | hit rate 0.3% among 360,000 | Methionine sulfoxide reductase A (Bos taurus); in the data active = activation above about 7.5%;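 note: 0% = vehicle and 100% = reference activator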
# Numbers without * were called inactive; i = inactive; / = not tested or not shown.
SMILES,Neddylation inh,CSN inh,Rin1-Abl PPI inh,Tb MetRS inh,MLLE-PAM2 inh,FAS TE block,E coli Lon inh,MsrA inhibitor,bovine MsrA act
CCOc1ccc(/C=C/C(=O)Nc2ccc3[nH]c(=O)[nH]c3c2)cc1,i,-4,1,-0.9,-10,-10,4,0.7,-8
OCc1ccc(O)c2ncccc12,i,0,5,-0.6,-6,-5,-1,1.4,2
Cn1c(N)c(C(C[N+](=O)[O-])c2c(F)cccc2Cl)c(=O)n(C)c1=O (stereo not drawn),i,6,1,-0.4,4,0,-4,1.5,-2
O=C(Nc1nnc(S(=O)(=O)N2CCOCC2)s1)c1ccccc1F,i,-1,2,-0.4,-5,-3,10,1.4,-1
N#Cc1c(NCc2ccccc2)ccnc1NCc1cccnc1,i,-6,-1,-0.2,-8,1,17*,0.5,0
CS(=O)(=O)N1CCC(C(=O)Nc2ccc(Cl)c(C(F)(F)F)c2)CC1,i,-1,0,-0.5,11,4,-7,-1.3,-3
Cc1c(C(=O)Nc2cnccn2)oc2ccccc12,i,7,2,-0.9,4,-3,3,/,-3
O=C(N/N=C/c1ccsc1)c1cc(O)cc(O)c1,i,1,1,-0.8,11,-6,-4,0.8,-2
Clc1ccc(C2CC(c3ccccc3)Nc3ncnn32)cc1 (stereo not drawn),i,-2,-3,-0.4,-8,11,-5,-0.2,0
C/C(Cn1nnc([N+](=O)[O-])n1)=N\NC(=O)c1ccccc1,i,0,1,-0.4,9,-8,1,0.9,2
Cc1ccc(OCc2nnc(NC(=O)OCC(C)C)s2)cc1,i,0,-3,-0.4,3,-2,-2,-0.2,0
C=CC(C)(C)O[C@@H]1O[C@H](CO)[C@@H](O)[C@H](O)[C@H]1O,i,-7,-1,0.3,15,-16,-4,-1.7,-1
CC(C)[C@H](NC(=O)c1ccc(Cl)cc1Cl)C(=O)NNC(=O)c1ccco1,i,2,-2,0.1,12,-3,-3,-0.1,-3
N#CC1=C(N2CCCCC2)c2cc3c(n2C1=O)CCCC3,i,-6,-3,0.0,12,9,-5,1.0,-5
O=C(CC1C(=O)NCCN1C1CCCC1)NCc1cccc(OC(F)(F)F)c1 (stereo not drawn),i,4,1,-0.1,-4,-3,-14,0.2,0
Cn1cc(CN2CCC(n3nccc3NC(=O)C3CCCC3)CC2)cn1,i,3,1,0.3,15,-9,-4,-0.4,0
COc1ccc(OC)c(NC(=O)C2(C)CCN2C(=O)C(C)(C)c2ccccc2)c1 (stereo not drawn),i,-3,-2,-0.4,3,8,0,-1.9,-4
CSc1ncc(C(=O)Nc2cccc(Cl)c2)c(C)n1,i,-2,2,0.1,-12,5,-5,-0.9,1
O=C(O)CNC(=O)CC12CC3CC(CC(C3)C1)C2,i,-3,2,-1.0,1,-8,-7,0.1,-11
CC(=O)Nc1ccc(NC(=O)C(C)OC(=O)CNS(=O)(=O)/C=C/c2ccc(C)cc2)cc1 (stereo not drawn),i,-3,-3,-0.6,-8,-4,-2,0.2,-5
CCCc1c(C(=O)N/N=C/C(C)=C/c2ccccc2)nnn1-c1nonc1N,i,2,-2,-0.4,2,0,-4,0.2,-1
CCN(Cc1nc(-c2cccc(C)c2)no1)C(=O)c1ccco1,i,3,2,-0.4,8,-3,-13,-1.1,-4
CCC1(C)Cc2c(sc3nnn(CC(=O)Nc4ccc(Cl)cc4)c(=O)c23)CO1 (stereo not drawn),i,-2,0,-0.3,0,24,3,2.2,-4
O=C(NC1CCCCC1)c1cc(Cl)nc2ccccc12,i,-9,2,0.2,4,-8,-8,-0.5,-4
CCn1c(COc2ccccc2)nnc1SCC(=O)Nc1ccc(N2CCOCC2)cc1,i,-1,2,0.6,12,0,-16,1.4,-3

# Further compounds:
SMILES,Neddylation inh,CSN inh,Rin1-Abl PPI inh,Tb MetRS inh,MLLE-PAM2 inh,FAS TE block,E coli Lon inh,MsrA inhibitor,bovine MsrA act
CCOC(=O)N1CCN(C(=O)c2cnsn2)CC1,i,0,-4,-1.1,7,-7,5,1.3,-8
c1cncc(-c2cn(C[C@H]3CC[C@H](Cn4cc(-c5cccnc5)nn4)O3)nn2)c1,i,2,-2,0.3,10,-5,0,0.8,-2
CC(=O)C(C(C)=O)c1c(Cl)c(O)c(O)c2c(C(=O)c3ccccc3)coc12,i,-6,4,-0.6,10,-148,12,2.0,-3
CC(O)c1nc2ccccc2n1Cc1nnc(-c2ccc(Cl)cc2)o1 (stereo not drawn),i,0,-1,-0.8,-7,2,-6,1.0,-2
C[C@H]1[C@H]2c3nc4ccccc4n3C[C@H]1ON2C1CCCCC1,i,3,1,0.1,-8,-7,0,-0.7,1
CN(C)CCNc1nc2c(c(=O)[nH]c(=O)n2C)n1CC(O)COc1ccc(Cl)cc1 (stereo not drawn),i,3,-4,0.3,-2,-5,0,-0.3,-2
CN(C)c1ncnc2c1ncn2C1CCCCO1 (stereo not drawn),i,-1,3,-0.3,19,-8,12,-0.9,-7
COC(C[C@@H](O)C[C@H](O)COCc1ccccc1)OC,i,7,3,0.0,1,-8,-1,0.6,-1
CCC1Oc2ccc(C)cc2N(CC(=O)NCCN2C(C)CCCC2C)C1=O (stereo not drawn),i,3,1,-1.2,-3,-5,1,0.6,-5
CCOC(CNC(=O)Cn1nc(Cc2ccncc2)c2ccccc2c1=O)OCC,i,0,2,-1.1,-3,-5,4,-0.4,-7
Cc1ccc(OCC(O)Cn2c(N3CCOCC3)nc3c2c(=O)[nH]c(=O)n3C)cc1 (stereo not drawn),i,-5,0,-0.8,-6,-8,-7,-1.1,-3
O=C(NC(NC(=S)Nc1ccccc1O)C(Cl)(Cl)Cl)c1ccco1 (stereo not drawn),i,-2,1,0.3,14,-8,-8,-0.1,-4
COC(=O)/C(=C\C=C\c1ccccc1)NC(=O)c1ccccc1,i,0,4,0.0,10,1,0,3.4,-6
CC1=NCCN1CCNC(=O)Nc1ccc(C(C)(C)C)cc1,i,-2,-1,-0.1,6,-1,-6,0.9,-3
Cc1ccc(CN2CCCN(Cc3c(C)cc(C)cc3C)S2(=O)=O)cc1,i,1,3,-0.8,13,26,-3,0.7,-1
CC1(C)CC(=O)C2=C(C1)N(CCN1CCOCC1)C1=C(C(=O)CC(C)(C)C1)C2c1cccc(Cl)c1,/,4,-2,-0.7,3,0,-9,1.9,-6
Cc1cc2ccccc2cc1CN1CCOCC1,i,0,3,-0.9,5,-5,-5,-0.7,-4
CC1CC(C)CN(CC(=O)N2CCOCC2)C1 (stereo not drawn),i,2,3,-0.1,7,-6,-4,3.6,-1
Nc1nc(SCc2ccccc2)cc(SCc2ccccc2)n1,i,4,2,-0.2,1,27,-7,0.2,-12
CC(C)c1c(C(=O)N/N=C/c2ccsc2)nnn1-c1nonc1N,i,0,3,0.5,-1,0,-5,-0.4,-5
CC(=O)Nc1ccc(C(=O)N2CCCC2)cc1,i,-4,-4,-0.7,0,-6,-8,-0.3,0
CC1C(c2ccccc2)C(C#N)(C#N)C2(C#N)C(=O)NC1(N)C2C (stereo not drawn),i,2,-4,-0.1,6,-4,-14,1.3,-3
O=C(NCCSCc1ccco1)Nc1ccccc1,i,-2,0,1.3,29,-6,-3,-1.1,1
COC(=O)c1sc(S(=O)(=O)N2CCN(c3ccccc3)CC2)c(C(=O)OC)c1C,i,2,-3,-1.0,-5,38,-5,0.5,1
Nc1nc(SCc2ccccc2)c2ncn(C3CCCO3)c2n1 (stereo not drawn),i,3,0,0.3,18,0,-14,0.4,-3

# More records:
SMILES,Neddylation inh,CSN inh,Rin1-Abl PPI inh,Tb MetRS inh,MLLE-PAM2 inh,FAS TE block,E coli Lon inh,MsrA inhibitor,bovine MsrA act
Cc1ccc2nc(N(CCN(C)C)C(=O)c3ccc4c(c3)OCCO4)sc2c1,i,2,-2,-0.2,6,5,-6,-1.4,-1
Cc1ccc(S(=O)(=O)N(C)C)cc1NC(=O)C(C)OC(=O)c1ccc2c(c1)OCCO2 (stereo not drawn),i,0,-5,0.6,2,-1,-6,0.1,-1
N#Cc1c(NC(=O)c2cccc(S(=O)(=O)Nc3ccc(C(=O)O)cc3)c2)sc2c1CCCC2,i,3,-2,-0.1,7,5,1,2.0,-4
COc1ccc(S(=O)(=O)N2CCC(C(=O)NC3CCCC3)CC2)cc1OC,i,1,0,-0.3,7,-3,3,-0.4,-2
COc1ccc(S(=O)(=O)N2CCN(S(=O)(=O)c3ccc4c(c3)OCCO4)CC2)cc1,i,-6,0,-0.1,2,-4,-2,-0.3,0
O=C(OCC(=O)N1CCC(Cc2ccccc2)CC1)c1ccccc1NCCO,/,1,5,-0.4,-20,9,-6,-0.2,-6
COc1cc2cc(CCCOC(=O)c3ccc(F)cc3)oc(=O)c2cc1OC,i,1,3,-0.1,9,0,3,-0.7,-4
CCCCCC(=O)N/N=C/c1cccs1,i,5,-1,-0.3,1,-4,18,0.5,0
Cc1nnc(SCC(=O)Nc2ncc(Cc3ccc(F)cc3)s2)n1N,i,1,0,-1.4,-9,-9,-1,-0.1,-4
Cc1ccccc1Nc1ncnc2c1cnn2Cc1ccccc1,i,5,1,-0.2,2,5,-16,0.1,1
CCCCCC1CC(CC/C(C)=N/NC(N)=O)C(=O)O1 (stereo not drawn),i,-1,-2,-0.1,-2,-6,2,0.3,0
CCOc1ccc(C(C(=O)NCC2CCCO2)N(Cc2cccnc2)C(=O)c2snc(C(N)=O)c2N)cc1 (stereo not drawn),i,-1,2,-0.3,-5,-5,3,0.1,-1
Cn1c(Cl)cnc1C(O)c1ccccc1 (stereo not drawn),i,1,-1,-0.5,-3,-8,7,-0.7,0
O=C(O)c1cnn2c(C(F)F)cc(C3CC3)nc12,i,3,6,-0.5,2,-9,1,1.8,-3
CC(C)C[C@H]1CN(CCCC[C@@H]2CNC(=O)C(=O)N2CC2CCCCC2)C(=O)C(=O)N1CCc1ccccc1,i,-5,/,-0.7,/,8,9,-0.3,-1
Cc1ccc(F)cc1NC(=O)COC(=O)c1ccc2ncsc2c1,i,3,0,-0.3,-10,0,8,0.5,-6
Cc1ccc(NS(=O)(=O)c2ccc(C(=O)Nc3nncs3)cc2)cc1,i,-2,-2,-0.5,-11,-1,0,0.5,0
Cc1cc(C(=O)N2CCN(C(=O)c3ccco3)CC2)ccc1[N+](=O)[O-],i,-3,2,1.4,-7,-2,1,0.7,-1

# By substructure: the compounds so far containing an aryl methoxy group (four)
SMILES,Neddylation inh,CSN inh,Rin1-Abl PPI inh,Tb MetRS inh,MLLE-PAM2 inh,FAS TE block,E coli Lon inh,MsrA inhibitor,bovine MsrA act
COc1ccc(OC)c(NC(=O)C2(C)CCN2C(=O)C(C)(C)c2ccccc2)c1 (stereo not drawn),i,-3,-2,-0.4,3,8,0,-1.9,-4
COc1ccc(S(=O)(=O)N2CCC(C(=O)NC3CCCC3)CC2)cc1OC,i,1,0,-0.3,7,-3,3,-0.4,-2
COc1ccc(S(=O)(=O)N2CCN(S(=O)(=O)c3ccc4c(c3)OCCO4)CC2)cc1,i,-6,0,-0.1,2,-4,-2,-0.3,0
COc1cc2cc(CCCOC(=O)c3ccc(F)cc3)oc(=O)c2cc1OC,i,1,3,-0.1,9,0,3,-0.7,-4
